Tau fluor counter = Counterscreen qHTS for Inhibitors of Tau Fibril Formation, Fluorescence Polarization; Potency, µM (highest dose often 57.7 µM), inactives show at the top dose activity change, negative = decrease; 280,000 compounds, 0.93% hits; tau K18 P301L Alexa594 fluorescence, heparin fibrillization; note: % is set by controls: 0 for no effect and ±100 for the full control effect; nearly all actives have a fitted effect of over 55% in size
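Human K18 P301L tau (15 uM unlabeled plus 0.24 uM Alexa 594-labeled, final) in 100 mM sodium acetate pH 7 was mixed with compound and 20 uM heparin and incubated 6 hr at 37 C.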
Tau fibril FP = qHTS for Inhibitors of Tau Fibril Formation, Fluorescence Polarization. Microtubule-associated protein tau (Homo sapiens), P10636. Potency, µM (series often up to 57.7 µM), for inactives: top-dose activity, negative = inhibition, most hits filed as inhibitors. K18 P301L tau heparin fibrillization, Alexa594 FP, 6 h. AID 1468, 2008. 280,000 compounds, 0.39% hits; note: % is set by controls: 0 for no effect and ±100 for the full control effect; nearly all actives have a fitted effect of over 55% in size
Target sequence (P10636 561-689 P618L limits assumed): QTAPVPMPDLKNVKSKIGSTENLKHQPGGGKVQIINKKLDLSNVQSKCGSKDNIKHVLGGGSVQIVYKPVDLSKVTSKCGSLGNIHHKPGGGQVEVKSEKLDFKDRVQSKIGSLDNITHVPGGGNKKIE
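FP of Alexa 594-tau after heparin (20 uM) induction. Substrate: human K18 P301L, 15 uM unlabeled, 0.24 uM labeled. Buffer 100 mM sodium acetate pH 7. 6 hr, 37 C.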
TRb SRC2 PPI = qHTS for Inhibitors of the Interaction of Thyroid Hormone Receptor and Steroid Receptor Coregulator 2; Thyroid hormone receptor beta (Homo sapiens), P10828; TRbeta-SRC2 peptide binding, fluorescence polarization; receptor liganded with 1 µM T3; Potency, µM (top dose mostly 106 µM), for the others: at the top dose activity change, negative = inhibition, actives largely listed as inhibitors; 280,000 compounds, 0.065% hits;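 note: plate controls were bound peptide for no effect and peptide without receptor for full effect; nearly all actives have a fitted effect of over 50% in size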
Target sequence (P10828 whole entry, looked up): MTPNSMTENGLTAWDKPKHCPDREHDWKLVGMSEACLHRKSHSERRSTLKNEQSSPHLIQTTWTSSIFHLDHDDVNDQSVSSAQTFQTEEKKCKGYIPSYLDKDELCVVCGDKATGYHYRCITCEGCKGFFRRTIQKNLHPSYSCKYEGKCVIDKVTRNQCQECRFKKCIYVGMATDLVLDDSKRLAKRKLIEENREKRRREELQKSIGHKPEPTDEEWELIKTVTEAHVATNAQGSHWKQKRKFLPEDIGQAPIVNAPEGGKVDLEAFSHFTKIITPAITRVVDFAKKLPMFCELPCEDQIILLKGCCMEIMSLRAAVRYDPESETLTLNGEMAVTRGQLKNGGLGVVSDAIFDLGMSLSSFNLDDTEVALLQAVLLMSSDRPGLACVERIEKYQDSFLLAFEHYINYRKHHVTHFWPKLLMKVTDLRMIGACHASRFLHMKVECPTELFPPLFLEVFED
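Human TRb LBD (0.6 uM) plus Texas Red-labeled SRC2 peptide (20 nM), 1uM T3, 5% DMSO, 5 hr at ambient temperature. Decreased polarization (555/632 nm) flags inhibition; data normalized to free and bound peptide controls.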
RECQ1 inh = qHTS Assay for Inhibitors of RecQ-Like Dna Helicase 1 (RECQ1); Potency, µM (top dose mostly 57.3 µM), inactives show at the highest dose activity, negative = inhibition, usual class: inhibitors; RECQ1 DNA unwinding, red fluorescence kinetic read; ATP-dependent DNA helicase Q1 (Homo sapiens), P46063; 240,000 compounds, 0.54% hits;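 note: plate controls were vehicle for no effect and no enzyme for full effect; nearly all actives have a fitted effect of over 30% in size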
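50 nM RECQ1T1 preincubated 15 min with compound in Tris pH 8.0 buffer with MgCl2, DTT, Tween-20 and 2.5 ug/ml poly(dI-dC); started with 200 nM TAMRA/BHQ-2 forked duplex and 2 mM ATP. Unwinding read as fluorescence (525/598 nm), two reads 2 h apart.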
L3MBTL1 inh = qHTS Assay for the Inhibitors of L3MBTL1. AlphaScreen L3MBTL1–H3K9me1 peptide binding. Potency, µM (series often up to 57.1 µM), for the others: top-dose activity, negative = inhibition, most hits filed as inhibitors. 230,000 compounds, 0.66% hits. AID 485360, 2010; note: % is set by controls: 0 for no effect and ±100 for the full control effect; nearly all actives have a fitted effect of over 60% in size
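L3MBTL1 50 nM + b-AHA-H3(1-15)K9me1 75 nM, 30 min RT; compound added, 30 min RT; streptavidin donor/Ni-chelate acceptor beads 10 ug/mL each final, 30 min RT dark; AlphaScreen read.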
TexasRed fluor = Total Fluorescence Counterscreen for Inhibitors of the Interaction of Thyroid Hormone Receptor and Steroid Receptor Coregulator 2 | TRb/SRC2 Texas Red total fluorescence interference | Potency, µM (titrated, usually from 106 µM), for inactives: at the highest dose fluorescence change, negative = quenching | 280,000 compounds, 0.29% hits; active = well fitted curve in either direction with a large enough effect; inconclusive = small, poorly fitted or top-dose-only effect; note: % is set by controls: 0 for no effect and ±100 for the full control effect
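Human TRβ ligand-binding domain (0.6 uM) and Texas Red SRC2 peptide (20 nM) in Tris buffer with 1 uM T3 and 5% DMSO were incubated with pinned compound for 5 hr at ambient temperature. Total fluorescence was computed as S + 2P (555/632 nm).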
HTT cytoprotect = qHTS Multiplex Assay to Identify Dual Action Probes in a Cell Model of Huntington: Cytoprotection (ATP); 230,000 compounds, 0.14% hits; PC12 HTT-Q103 induced, cytoprotection, ATP luminescence, 40 h; Potency, µM (titrated, usually from 56.4 µM), for inactives: cytoprotection (ATP increase), usual class: activators; AID 1471, 2008;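 note: % of control where 0% means no effect; nearly all actives have a fitted effect of over 45% in size; toxic huntingtin expression switched on by the ecdysone agonist tebufenozide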
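Compounds added alongside 100 nM tebufenozide, which induces toxic Q103 huntingtin exon 1-GFP in stable PC12 cells; surviving cells quantified by luminescent ATP measurement. Medium: phenol red-free DMEM, 5% equine and 5% calf serum.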
Tau fibril ThT = qHTS for Inhibitors of Tau Fibril Formation, Thioflavin T Binding; AID 1460, 2008; 270,000 compounds, 2.1% hits; Potency, µM (doses to about 57.4 µM), inactives show at the top dose activity, negative = inhibition, actives largely listed as inhibitors; recombinant tau K18 P301L (four-repeat tau fragment), heparin-induced fibrillization, ThT fluorescence; note: % is set by controls: 0 for no effect and ±100 for the full control effect; nearly all actives have a fitted effect of over 55% in size
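Aggregation was driven by heparin (20 uM final) acting on recombinant tau […] bearing P301L in 100 mM sodium acetate pH 7; fibrils were detected with Thioflavin T.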
Numbers without * were called inactive; i = inactive; ? = inconclusive; / = not tested or not shown; & = joins results of further samples; [ ] = remark or other dose. Unless noted, calls come from the whole dose curve; as a rule, active = well fitted curve in the direction sought with a large enough effect; inconclusive = small, poorly fitted or top-dose-only effect, or another doubt; inactive = no such curve, though single readings can be large; an effect the other way counts as inactive or inconclusive. Potency is the fitted concentration of half-maximal effect. A portion of the library; count on the stated rates, not on these rows.

SMILES	Tau fluor counter	Tau fibril FP	TRb SRC2 PPI	RECQ1 inh	L3MBTL1 inh	TexasRed fluor	HTT cytoprotect	Tau fibril ThT
O=C(COC(=O)/C=C/c1ccc([N+](=O)[O-])cc1)NCc1ccccc1	-6%	12%	6%	i	3%	-1%	-41%[10 µM]	-14%
CCn1c2c(c3ccc(OC)cc31)CCCC2=O	-2%	-5%	1%	-11%	/	-3%	16%	-3%
COc1ccc(N2C(=O)CCC(C(=O)Nc3ccccn3)C2c2ccc(OC)c(OC)c2)cc1 (configuration not stated)	1%	-2%	4%	-18%	-3%	2%	-8%	-6%
CCOC(=O)/C=C/C(=O)OCC(=O)Nc1ccc(Cl)cn1	-16%	-9%	-12%	2%	/	4%	-21%	?
N#Cc1c(CSCC(=O)O)cc(=O)n2c1[nH]c1ccccc12	-14%	1%	1%	0%	?	-7%	1%[10 µM]	-15%
O=C(CS(=O)(=O)c1cccc2nsnc12)N1CCN(c2ccccc2F)CC1	-14%	-11%	-6%	/	/	-12%	/	-9%
CCOc1ccc(C2C(=O)N(C3CCCCCC3)CC(=O)N2Cc2ccc(C)cc2)cc1OC (configuration not stated)	2%	6%	1%	/	/	0%	/	3%
Cc1ccc(COc2ccc(/C=N/NC(=O)c3ccc(CN4CCOCC4)cc3)cc2)cc1	-10%	1%	-3%	-4%	4%	0%	7%[10 µM]	-7%
Nc1nc(SCc2ccc3c(c2)OCCO3)n[nH]1	0%	3%	-6%	1%	/	0%	-77%[inhibitor][0.074 µM]	-3%
Cc1ccc(S(=O)(=O)N(C)c2ccc3sc(C)nc3c2)cc1	-16%	-4%	4%	-5%	-1%	-1%	3%[10 µM]	-11%
S=C(NCC1CCCO1)N1CCN(Cc2ccccc2Cl)CC1 (configuration not stated)	-4%	4%	4%	-2%	2%	-1%	/	0%
CC(NC(=O)/C=C/c1ccco1)c1nc2ccccc2n1Cc1ccccc1F (configuration not stated)	7%	-1%	2%	-2%	-2%	2%	-2%[10 µM]	-11%
COCCOC(=O)C1=C(C)NC(=O)NC1c1ccc(-c2cc(Cl)ccc2Cl)o1 (configuration not stated)	-15%	-2%	6%	?	8%	-1%	-10%[10 µM]	-17%
CC(C)NC(=S)N=Nc1c(O)[nH]c2ccc(C(C)C)cc12	-25%	-3%	-2%	4%	?	-3%	-1%[10 µM]	?
Cc1ccc(C2(C(F)(F)F)N=C3Sc4cc(C)cc(C)c4N3C(=O)N2)cc1 (configuration not stated)	-19%	-6%	-3%	-1%	3%	-3%	-31%	?
COC(=O)Cn1c(=NC(=O)c2ccc(OC)cc2)sc2cc(OC)ccc21	?	?	-6%	-4%	13%	0%	-37%[10 µM]	-11%
O=C(NCCCCNC(=O)c1ccc(Cl)s1)c1ccc(Cl)s1	2%	-1%	13%	1%	4%	0%	-4%[10 µM]	6%
CCCc1cc(=O)[nH]c(SCC(=O)Nc2nc(-c3ccccc3)cs2)n1	-7%	-11%	-18%	-6%	-6%	-1%	-41%[inhibitor]	6%
CC(C)CC(=O)Nc1nnc(S(=O)(=O)N2CCCCCC2)s1	-3%	-2%	-6%	/	/	5%	/	2.8µM*
COC(=O)c1cnc(N2CCOCC2)nc1C(F)(F)F	4%	1%	1%	-3%	7%	-1%	27%[10 µM]	-7%
Nc1c(-c2ccccc2)c(CSc2nc3ccccc3[nH]2)nn1-c1ccc(C(=O)O)cc1	-15%	-6%	-5%	3%	-12%	-4%	7%[10 µM]	-16%
CCCCN(CCO)CCCC	/	/	4%	-22%	-2%	-2%	-23%	/
CCOC(=O)c1c(CN2CCOCC2)oc2ccc(OC)cc12	-2%	-2%	-8%	-1%	/	0%	-2%	-13%
C=COCCn1c(-c2nonc2N)nc2ccccc21	-3%	-7%	-9%	-13%	6%	1%	6%	-6%
O=C(c1ccc(C(F)(F)F)cc1)n1ccc(-c2cccs2)n1	-5%	-9%	-2%	i	9%	1%	-1%[10 µM]	-4%
SMILES	Tau fluor counter	Tau fibril FP	TRb SRC2 PPI	RECQ1 inh	L3MBTL1 inh	TexasRed fluor	HTT cytoprotect	Tau fibril ThT
Cc1nc(C)c(C(=O)NCCC(c2ccccc2)c2ccccc2)o1	-8%	-3%	0%	-1%	/	0%	0%	2%
Cc1cccc(C)c1Nc1c(-c2ccccc2O)nc2ncccn12	?	12%&7%	0%&-3%	-20%	1%	-2%&-2%	-18%[10 µM]	-14%&-14%
OCCOCCNc1ncnc2c1cnn2-c1ccccc1	-14%	7%	0%	10%	-9%	-1%	-16%	?
CCCCOc1ccc(C(=O)N/C(=C\c2ccc(Br)cc2)C(=O)NC2CCCCC2)cc1	3%	-1%	1%	/	/	-21%	/	-3%
Cc1ccc(-n2nnnc2SCc2ccccn2)cc1C	-11%	9%	8%	-1%	/	1%	7%	-7%
Cc1nc(N2CCC(C)CC2)c2c(C)c(C(=O)Nc3cc(F)ccc3C)sc2n1	-6%	8%	-13%	-18%	/	1%	6%	-12%
O=C(c1cccs1)N1CCN(CCCc2ccccc2)CC1	-8%	-1%	8%	-12%	/	1%	18%	-17%
Cc1ccc(Nc2ccc(S(=O)(=O)N3CCOCC3)cc2[N+](=O)[O-])cc1C	-29%	?	2%	-8%	?	-17%	14%[1.9 µM]	?
C/C=C/C=C\C(=O)Nc1cccc(C2=NOC3(C2)C[C@H](C(N)=O)N(C(=O)/C=C/C)C3)c1 (some centres not stated)	-1%	-6%	-2%	i	/	0%	-21%[10 µM]	-17%
O=C(NCc1ccco1)c1ccc(COc2ccc(Cl)cc2)cc1	-2%	0%	10%	-2%	-2%	2%	-5%[10 µM]	0%
C=CCN1C(=O)/C(=C2/Sc3ccc(OC)cc3N2C)SC1=Nc1cccc(O)c1	-30%	16%	0%	-8%	10%	-2%	9%[10 µM]	-1%
COc1ccc2[nH]c(=O)c(CN(C(=O)c3ccco3)C3CCCCC3)cc2c1	-1%	0%	-9%	-4%	/	0%	-9%[0.074 µM]	-3%
Cc1cc(C)n2nc(-c3ccsc3-n3c(C)ccc3C)cc2n1	-14%	-1%	5%	-16%	-12%	-1%	12%	?
CCn1c2ccccc2c2nnc(SCCCn3c(=O)[nH]c4ccccc43)nc21	-8%	5%	-8%	i	2%	-3%	-39%[inhibitor][10 µM]	-13%
COc1c(Cl)cc(C(=O)Nc2cc(-c3nc4ccccc4[nH]3)ccc2C)cc1Cl	?	?	5%	/	/	4%	/	?
CN(C)S(=O)(=O)c1ccc(C(=O)Nc2ccc(S(=O)(=O)NC3=NCCCCC3)cc2)cc1	-3%	-3%	-16%	5%	/	-1%	4%	-5%
COc1cc(/C=N/N=C2\CC3CCC2(C)C3(C)C)ccc1O (configuration not stated)	-9%	6%	-3%	-6%	/	-2%	-12%	-1%
CCOC(=O)c1c(NC(=O)c2cc(=O)c3ccc(C)cc3o2)sc(C)c1C	-10%	-5%	3%	/	/	-47%	/	-13%
COC(=O)C1=C(NC(C)=O)CCS1	-8%	-8%	-25%	-3%	-5%	4%	20%[10 µM]	-3%
Cc1c(NC(=O)Nc2ccc3c(c2)OCO3)c(=O)n(-c2ccccc2)n1C	2%	4%	-2%	-6%	-4%	0%	5%[0.074 µM]	0%
C=CCN1c2ccccc2[C@]23C[C@@H](C(=O)OC)N(S(=O)(=O)c4cccs4)C2=NC(C(=O)OC)=C(C(=O)OC)[C@H]13	-9%[11.6 µM]	-5%[11.6 µM]	5%[11.2 µM]	-8%[11.5 µM]	/	2%[11.2 µM]	-23%[10 µM]	-3%[11.5 µM]
CC(C)(C)c1ccc(-c2n[nH]c(=S)n2CCCN2CCOCC2)cc1	-3%	-1%	-2%	-6%	5%[11.4 µM]	-1%	-43%[inhibitor]	0%
COC(=O)CCC(=O)OC1(C)C(=O)C2=CN(C(CO)CO)C(c3ccc(OC)cc3)=CC2=C(Br)C1=O (configuration not stated)	-21%[11.6 µM]	?	?	10%[11.5 µM]	/	-4%[11.2 µM]	-29%&-22%[10 µM]	4µM*
CCOC(=O)C1CCCN(C(=O)c2cc(Nc3ccc(OC)cc3OC)nc3ccccc23)C1 (configuration not stated)	?	2%	0%	i	/	-1%	-29%	?
N#CC(c1ccccc1)c1ccc(=O)[nH]n1 (configuration not stated)	6%	-4%	-1%	i	13%	2%	-9%	13%
Cc1ccccc1NS(=O)(=O)c1cc(C(=O)Nc2cccc([N+](=O)[O-])c2)ccc1C	14µM*[quencher]	-13%	6%	-13%	-13%	-3%	25%[10 µM]	?
CC1=C(C(=O)OCc2ccccc2)C(c2ccccc2-c2ccccc2)NC(=O)N1CCCCCC(=O)O (configuration not stated)	-3%&-11%	0%&13%	-4%&-4%	0%&0%	-7%	1%&-3%	6%	?
Cc1ccc(NC(=O)NC(=O)CSc2nnnn2C)c(C)c1	-9%	-3%	-1%	0%	4%	0%	-15%	-5%

Shown field by field: part of the list above
Molecule: Cc1ccc(-n2nnnc2SCc2ccccn2)cc1C
  Tau fluor counter: -11%
  Tau fibril FP: 9%
  TRb SRC2 PPI: 8%
  RECQ1 inh: -1%
  L3MBTL1 inh: /
  TexasRed fluor: 1%
  HTT cytoprotect: 7%
  Tau fibril ThT: -7%

Molecule: Cc1nc(N2CCC(C)CC2)c2c(C)c(C(=O)Nc3cc(F)ccc3C)sc2n1
  Tau fluor counter: -6%
  Tau fibril FP: 8%
  TRb SRC2 PPI: -13%
  RECQ1 inh: -18%
  L3MBTL1 inh: /
  TexasRed fluor: 1%
  HTT cytoprotect: 6%
  Tau fibril ThT: -12%

Screens from PubChem.
